Tb PFK inh = blocks T. brucei phosphofructokinase; O15648; T. brucei PFK, ADP-Glo luminescence; Potency, µM (highest dose often 57.5 µM), for the others: at the highest dose activity, negative = inhibition, most hits filed as inhibitors; 330,000 tested, 0.17% active; AID 485367;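 note: potency is the fitted concentration of half-maximal effect; 0% = uninhibited 1x PFK enzyme wells and -100% = no-enzyme wells; nearly all actives have a fitted effect of over 60% in size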
Target sequence (O15648 whole entry, looked up): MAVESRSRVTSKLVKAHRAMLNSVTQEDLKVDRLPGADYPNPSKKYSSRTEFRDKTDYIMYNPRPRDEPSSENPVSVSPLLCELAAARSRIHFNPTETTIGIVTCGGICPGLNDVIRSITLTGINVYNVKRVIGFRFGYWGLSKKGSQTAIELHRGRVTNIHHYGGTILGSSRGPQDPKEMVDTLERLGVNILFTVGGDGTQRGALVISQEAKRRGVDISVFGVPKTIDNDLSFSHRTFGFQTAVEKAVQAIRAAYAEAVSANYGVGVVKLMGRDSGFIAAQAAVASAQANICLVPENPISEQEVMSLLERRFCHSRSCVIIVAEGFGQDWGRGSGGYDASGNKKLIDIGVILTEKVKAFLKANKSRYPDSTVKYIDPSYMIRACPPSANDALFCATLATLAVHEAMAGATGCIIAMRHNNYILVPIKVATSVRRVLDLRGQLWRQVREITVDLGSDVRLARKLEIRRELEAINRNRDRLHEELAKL
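PFK 1.25 nM, F6P 0.5 mM, ATP 0.1 mM, 0.1 M TEA pH 8.0, 5 mM MgCl2, 0.01% Tween20, 0.1% BSA; 45 min RT. ADP-Glo readout. qHTS titration up to 57 uM; curves fitted, compounds curve-classed.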
S-ASM inh = blocks human secretory acid sphingomyelinase; P17405; placental ASM, HMU-PC fluorogenic substrate, 60 min; Potency, µM (highest dose often 57.5 µM), without a hit: top-dose activity change, negative = inhibition, most hits filed as inhibitors; 340,000 tested, 0.006% active; AID 504937; note: potency is the fitted concentration of half-maximal effect
Target sequence (P17405 47-631 limits assumed): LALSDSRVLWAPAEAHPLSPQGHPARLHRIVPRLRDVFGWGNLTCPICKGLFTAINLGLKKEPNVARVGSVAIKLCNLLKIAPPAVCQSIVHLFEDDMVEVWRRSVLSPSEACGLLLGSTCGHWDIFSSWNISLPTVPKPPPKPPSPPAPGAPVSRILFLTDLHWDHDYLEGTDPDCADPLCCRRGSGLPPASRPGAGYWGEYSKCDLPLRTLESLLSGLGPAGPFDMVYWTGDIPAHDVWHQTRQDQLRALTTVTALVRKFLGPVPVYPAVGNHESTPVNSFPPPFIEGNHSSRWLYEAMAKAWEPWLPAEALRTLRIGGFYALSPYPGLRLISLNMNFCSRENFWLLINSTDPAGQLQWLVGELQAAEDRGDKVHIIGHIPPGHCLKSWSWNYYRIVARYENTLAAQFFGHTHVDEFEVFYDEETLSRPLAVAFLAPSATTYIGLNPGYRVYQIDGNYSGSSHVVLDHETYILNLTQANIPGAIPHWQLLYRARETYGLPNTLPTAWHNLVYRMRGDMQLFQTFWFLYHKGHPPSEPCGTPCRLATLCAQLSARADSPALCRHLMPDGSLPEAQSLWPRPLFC
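Fluorogenic HMU-PC substrate (9 uM final) is turned over by placental ASM in 60 min at 37 C after a 10 min compound preincubation. Reaction ended by alkaline stop (pH 10), with fluorescence read at 386/447 nm.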
TCR activator = activates T cell receptor signaling; primary human leukocytes, anti-CD3, IL-2 HTRF, 48 h; Potency, µM (titrated, usually from 9.22 µM), for the others: at the highest dose activation of IL-2 secretion, hits mostly activators; 330,000 tested, under 10 active; AID 504894; note: % of control where 0% means no effect
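Activity was scored as IL-2 release from primary human leukocytes given only a TCR signal (a-CD3 beads) plus compound for 48 hr. Detection used a two-antibody HTRF format read at 665nm.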
TSG101-PTAP inh = blocks PTAP/TSG101 interaction to inhibit HIV-1 budding. Fluorescence polarization, FITC-PTAP peptide / Tsg101 binding. Potency, µM (top dose mostly 115 µM), without a hit: at the highest dose activity change, negative = inhibition, hits mostly inhibitors. 340,000 tested, under 10 active. AID 493005; active = well fitted inhibition curve with a large enough effect in the main read-out, with a control signal flat, not every such curve was filed as active; inconclusive = small, poorly fitted or top-dose-only effect, or effect the other way, or a change in a side signal; inactive = no such curve, though single readings can be large or run the other way; note: potency is the fitted concentration of half-maximal effect; % of control where 0% means no effect
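Steps: Tsg101 binding domain dispensed (10 uM final), compounds pinned in DMSO, FITC-labeled PTAP-motif peptide added (50 nM final); after 20 min binding at room temperature, polarization measured.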
Chronic BCR inh = inhibitors of chronic active B-cell receptor signaling; ABC-DLBCL IkBa-CBG/CBR reporter, luminescence ratio, 4 h; Potency, µM (doses to about 46.1 µM), without a hit: top-dose ratio change, negative = lower green/red ratio, most hits filed as inhibitors; 340,000 tested, 0.05% active; AID 493014; active = well fitted inhibition curve with a large enough effect in the signal ratio, with a control signal flat, not every such curve was filed as active; inconclusive = small, poorly fitted or top-dose-only effect, or effect the other way, or a change in a side signal; the % refers to the signal ratio;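 note: potency is the fitted concentration of half-maximal effect; plate controls were basal doxycycline-induced cells for no effect and cells given 10 µM MG132 for full effect; MG132 reads +100%, hits lower the ratio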
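Concentration-response series (up to 46 uM) were applied to TMD8 dual-reporter cells for 4 h at 37C with doxycycline. Green/red ratio, after filter-overlap correction, defined %Activity; red signal alone was normalised to basal cells and zero luminescence.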
Integrin act MD = activates integrin-mediated alleviation for muscular dystrophy | alpha7betagal myoblasts, beta-gal FDG fluorescence, 48 h | Potency, µM (series often up to 38.3 µM), inactives show at the highest dose activation, usual class: activators | 350,000 tested, 0.064% active;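 note: potency is the fitted concentration of half-maximal effect; 100% = response of the positive control SU9516; nearly all actives have a fitted effect of over 60% in size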
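alpha7betagal+/- myoblasts (passage 13, 250/well) treated 48 h at 37C with compounds at 1:260 dilution of DMSO stock. Lysed, then beta-galactosidase activity read as FDG fluorescence (ex 480/em 540) after 30 min, with pre-read for autofluorescence.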
AT treatment = potential ataxia-telangiectasia treatments restoring KAP-1 phosphorylation. […] A-T fibroblasts, KAP-1 phosphorylation AlphaLISA; neocarzinostatin DNA damage 30 min before lysis. Potency, µM (titrated, usually from 57.5 µM), without a hit: top-dose activation, actives largely listed as activators. 320,000 tested, 0.19% active. AID 485349; note: potency is the fitted concentration of half-maximal effect; % of control where 0% means no effect; nearly all actives have a fitted effect of over 45% in size
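hTERT-immortalized A-T patient fibroblasts ([…]), 500 cells/well in OPTI-MEM, 1% FBS, got compounds for 60 min, then NCS for 30 min at 37C. Lysates were then assayed for phospho-KAP-1 by AlphaLISA (anti-pKAP1 donor, anti-KAP1 acceptor beads), 6 hr at 25C.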
ELG1 repair inh = blocks ELG1-dependent DNA repair in HEK293T cells; HEK293T ELG1-luciferase reporter, luminescence, 16 h; DNA damage induced by 5-fluorouridine; 330,000 tested, 2.3% active; Potency, µM (series often up to 46.1 µM), for inactives: top-dose activity change, negative = inhibition, actives largely listed as inhibitors; note: potency is the fitted concentration of half-maximal effect; % is set by controls: 0 for no effect and ±100 for the full control effect; nearly all actives have a fitted effect of over 55% in size
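Luminescence from the luciferase reporter, measured 30 min after ONE-Glo reagent at room temperature, was the read-out. Beforehand, 2,000 cells per well were exposed for 16 hr at 37 °C to 5-fluorouridine together with compound or vehicle.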
Eya2 phos inh = Eya2 (human) phosphatase inhibition. recombinant Eya2, OMFP fluorescence dephosphorylation (OMFP is methylfluorescein phosphate). Potency, µM (top dose mostly 76.9 µM), inactives show at the highest dose activity, negative = inhibition, usual class: inhibitors. 330,000 tested, 0.006% active. AID 488837; note: potency is the fitted concentration of half-maximal effect; % is set by controls: 0 for no effect and ±100 for the full control effect
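Eya2 (0.2 uM) preincubated 10 min at ambient with compound, then OMFP substrate added at 50 uM; 10 min reaction in 50 mM HEPES pH 7.5, 50 mM NaCl, 5 uM MgCl2, 0.05% BSA, 1 mM DTT. Fluorescence read at Ex 485/Em 525 nm.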
Mito fusion yeast = mitochondrial division inhibition or fusion activation | S. cerevisiae fusion-defective mutant growth rescue, CellTiterGlo 48 h | Potency, µM (doses to about 46.1 µM), for inactives: at the top dose growth rescue (activation), usual class: activators | 320,000 tested, 0.23% active;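 note: potency is the fitted concentration of half-maximal effect; % of control where 0% means no effect; nearly all actives have a fitted effect of over 45% in size; temperature-sensitive fusion mutants such as fzo1-1 at 37 °C on non-fermentable ethanol glycerol medium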
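Compounds are tested for their ability to restore growth of mitochondrial fusion-defective yeast strains at non-permissive 37C in YPEG medium over 48 hours. Viability is quantified by luciferase luminescence.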
TSHR antag = blocks TSH signaling through the human TSH receptor; P16473; TSHR-expressing cells, TSH-stimulated cAMP HTRF, 2 h; active compounds read low; activity change, negative = inhibition, % at 11.5 µM; 330,000 tested, 0.2% active; AID 504810;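 active = activity change below a set negative limit, meaning inhibition stronger than a set level, cut at about -70% in these data; inconclusive = activity change between two set negative limits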; note: % is set by controls: 0 for no effect and ±100 for the full control effect
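Freshly harvested TSHR cells receive pin-tooled compound, then EC80 TSH at 4nM final. After 2 hours at 37 deg C, antibody in lysis buffer and cAMP-d2 are added; 30 minutes at ambient temperature precede the HTRF read.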
* marks the source's active call; other numbers are inactive results; ? = inconclusive; . = no result given; [ ] = remark or other dose. Unless noted, calls come from the whole dose curve; as a rule, active = well fitted curve in the direction sought with a large enough effect; inconclusive = small, poorly fitted or top-dose-only effect, or another doubt; inactive = no such curve, though single readings can be large; an effect the other way counts as inactive or inconclusive. Outcome played no part in choosing rows. Share with any hit: about 3.2%.

SMILES	Tb PFK inh	S-ASM inh	TCR activator	TSG101-PTAP inh	Chronic BCR inh	Integrin act MD	AT treatment	ELG1 repair inh	Eya2 phos inh	Mito fusion yeast	TSHR antag
COCc1cc(Sc2ccc(Cl)cc2Cl)nc(-c2ccccc2)n1	2%	-8%	-87%	-1%	-1%	-21%	11%	7%	-35%	1%	8
O=C(c1ccco1)N1CCN(C(=O)C2(S(=O)(=O)c3ccc(Cl)cc3)CC2)CC1	-1%	2%	9%	-2%	-3%	-17%	4%	0%	1%	-1%	10
COCCCn1c(SCc2cccc(C(F)(F)F)c2)nc2cc(OC)c(OC)cc2c1=N	0%	5%	-1%	-1%	?	0%	9%	?	-22%	4%	-29
Cc1nnc(NC(=O)c2cccc(S(=O)(=O)N3CCN(C)CC3)c2)s1	1%	2%	-7%	-4%	7%	-5%	-1%	24%	2%	-13%	8
CCOc1cc(C(=O)OCc2ccc(OC)cc2)ccc1OCC(=O)N1CCOCC1	0%	-2%	5%	-4%	?	-42%	0%	?	-20%	4%	-10
CN(C)c1ccc(-c2nn3c(-c4ccccc4Cl)nnc3s2)cc1	4%	.	0%	-4%	?	-25%	-3%	?	13%	-1%	-18
O=C(Nc1ccccc1N1CCOCC1)c1ccc([N+](=O)[O-])cc1	0%	5%	-7%	-4%	0%	-3%	-3%	-4%	-2%	3%	2
OC(Cc1nc2ccccc2[nH]1)c1ccccc1Cl (configuration not stated)	0%	3%	.	-5%	2%	19%	23%	?	-20%	-6%	16
Cc1ccc(C(=O)C2CCNCC2)cc1	11%	-1%	.	1%	16%	-15%	14%	?	-7%	1%	17
OC1(c2cccc(C(F)(F)F)c2)CCN(Cc2nc(-c3cnccn3)no2)CC1	0%	1%	-5%	-5%	-3%	-1%	6%	-19%	2%	-6%	-17
Cc1ccccc1NC(=O)c1ccno1	0%	-2%[11.5 µM]	-3%	-1%	?	2%	-1%	?	-4%	1%	-35
COc1cc2sc3cc(NCc4ccc(C)o4)ccc3c(=O)c2cc1OC	9%	.	1%	.	-2%	-13%	1%	?	22%	.	1
CN(C)S(=O)(=O)c1cccc(NC(=S)NC(=O)c2ccco2)c1	-1%	-2%	-1%	-1%	9%	-16%	6%	?	25%	9%	27
COc1ccccc1C(=O)NC(C)c1cccc2ccccc12 (configuration not stated)	14%	-17%	-2%	-1%	-2%	-29%	8%	0%	1%	33%	0
Brc1cc2c(cc1/C=N/Nc1nc3ccccc3s1)OCO2	-1%	17%	1%	-6%	?	-48%[inhibitor]	3%	?	-1%	0%	-11
Cc1ccc(-c2nnc(-c3ccncc3)n2-c2ccc(C)cc2)cc1	-1%	-1%	12%	-12%	7%	3%	2%	?	-6%	5%	-8
COc1ccc(N(C)S(=O)(=O)c2c(C)noc2C)c(OC)c1	-5%	-1%	-2%	-2%	?	?	4%	-11%	13%	21%	-10
COc1ccc(-c2cc(=O)oc3cc(OCC(=O)N(C)C4CCS(=O)(=O)C4)ccc23)cc1 (configuration not stated)	-2%	-7%	3%	-6%	-15%	-29%	13%	7%	7%	0%	17
Cn1c(SCC(=O)N/N=C/c2ccc([N+](=O)[O-])s2)nnc1-c1ccc(Cl)cc1	-12%	3%	11%[46.1 µM]	-1%	?	5%	-1%	?	-3%	-10%	-12
Cc1cccc(N2C(=O)CC(Sc3nc(C)cc(C)n3)C2=O)c1 (configuration not stated)	2%	4%	-18%	-1%	-2%	4%	.	-6%	-14%	-12%	4
CCC(=O)Nc1ccc(NC(=O)CSc2nnnn2-c2cccnc2)cc1C	2%	2%	1%	-5%	4%	-20%	8%	-3%	-1%	-2%	-8
COc1cc(OC)cc(C(=O)N[C@H](C(=O)Nc2nc(-c3ccc(F)c(F)c3)cs2)C(C)C)c1	-3%	2%	-6%	-3%	-3%	-43%	14%	-4%	-2%	1%	-7
Cc1cc(O)c(C=Nc2cccc(Cl)c2)c(=O)o1	-20%	5%	-2%[46.1 µM]	-2%	-1%	-6%	14%	1%	-1%	-2%	7
CCOC(=O)C1=C(C)N=c2s/c(=C\c3ccc(OCC(=O)O)cc3)c(=O)n2C1c1ccc(Cl)cc1 (configuration not stated)	?	-4%	-3%	?	9%	0%	-4%	-5%	12%	-4%	-20
c1csc(C(c2nnnn2C2CCCCC2)N2CCN(c3nc4ccccc4s3)CC2)c1 (configuration not stated)	0%	0%	-3%[46.1 µM]	-3%	-5%	11%	0%	-2%	-20%	?	1
SMILES	Tb PFK inh	S-ASM inh	TCR activator	TSG101-PTAP inh	Chronic BCR inh	Integrin act MD	AT treatment	ELG1 repair inh	Eya2 phos inh	Mito fusion yeast	TSHR antag
Cc1cc(C)c(C)c(OCC(=O)N2CCCCCC2)c1	2%	-1%	.	-3%	?	18%	2%	8%	-23%	0%	-12
Cc1ccc(C)c(/C=C/C(=O)c2ccccc(=O)c2O)c1	-1%	0%	-2%[46.1 µM]	-3%	?	-40%	2%	.	2%	?	-6
COc1ccc(-c2nc(NC(=O)c3ccccc3)sc2-c2ccc([N+](=O)[O-])cc2)cc1	1%	2%	6%	5%	1%	-24%	0%	-2%	4%	-1%	13
O=C(CN1CCC(NC(=O)c2ccc(F)cc2)CC1)NCc1ccccc1F	4%	1%	7%	-3%	2%	4%	3%	-3%	11%	-5%	15
O=C(CCOc1ccccc1)N1CCN(S(=O)(=O)c2cccs2)CC1	-2%	1%	1%	-2%	-1%	8%	1%	-7%	-7%	6%	5
Cc1ccc(CNC(=O)COc2cc(O)c3c(c2)OC(C)(C)CC3=O)cc1	-3%	-1%	0%	-2%	0%	9%	-12%	?	5%	0%	15
CCN(C[C@H]1N[C@@](C)(C(=O)OC)[C@H]2C(=O)N(Cc3ccccc3)C(=O)[C@@H]12)C(=O)c1ccc(C(C)(C)C)cc1	-3%	1%	-2%	1%	-1%	0%	-4%	10µM*	-7%	.	-6
COc1ccccc1C(=O)Nc1c2c(nn1-c1cccc(C)c1C)CS(=O)C2 (configuration not stated)	-1%	1%	-4%	-2%	-12%	-5%	.	?	-21%	1%	-10
Nc1ccc(SC(F)(F)F)cc1	2%	-2%	2%	0%	?	28%	1%	-5%	-3%	-2%	62
Cc1cc(C)n(-c2nnc(C)n2NS(=O)(=O)c2ccc(F)cc2)n1	1%	1%	-13%	-13%	-2%	18%	-3%	6%	1%	2%	16
COc1ccc(C(=O)c2c(O)cc(-c3ccc(OC)cc3)oc2=O)cc1	0%	4%	5%[46.1 µM]	0%	?	27%	-2%	?	1%	12%	2
CN1CCc2c(sc(NC(=O)CS(=O)(=O)c3ccccc3)c2C(N)=O)C1	4%	40%[activator]	-4%	-9%	3%	21%	-4%	-2%	7%	2%	0
Fc1cccc(/C=N/n2c(C3CCCCC3)n[nH]c2=S)c1	-4%	-3%	8%	-2%	?	-8%	7%	12%	-13%	-14%	-6
Cc1nc2ccccc2n1C1CCN(C(=O)Nc2ccccc2)CC1	1%	0%	-8%	-5%	1%	-3%	5%	-3%	15%	-4%	-7
O=C(NCCN1CCOCC1)c1cc2ccccc2oc1=O	0%	3%	-1%	-5%	2%	3%	-2%	?	5%	-10%	-4
O=C(O)c1ccccc1-c1ccccc1C(=O)Nc1ccccc1-c1ccccc1	-7%	4%	.	-4%	10%	-25%	25%	9%	7%	1%	8
Brc1ccccc1C1N=C(c2ccccc2)NO1 (configuration not stated)	-10%	-3%	5%	1%	?	24%	5%	?	2%	-1%	-12
Cc1cccc(-c2ocnc2C(=O)Nc2ccccc2NC(=O)c2ccccn2)c1	-1%	-6%	3%	1%	-13%	-68%[inhibitor]	3%	-5%	1%	?	-3
CCCCC(=O)NC(=S)NNC(=O)c1ccc(OC)cc1	0%	2%	3%	0%	0%	-46%[inhibitor]	10%	?	5%	-1%	-8

Compound activity from PubChem.
